Mtb UGM inh: Mtb UDP-galactopyranose mutase inhibition; P9WIQ1; purified UGM, fluorescence polarization probe displacement; inhibition, % at 10 µM; 320,000 compounds, 0.06% hits; AID 504406; in the data active means inhibition above about 10%, passing the limit was not always enough; inconclusive means no clear call, values can overlap the other calls
Target sequence (P9WIQ1 whole entry, looked up): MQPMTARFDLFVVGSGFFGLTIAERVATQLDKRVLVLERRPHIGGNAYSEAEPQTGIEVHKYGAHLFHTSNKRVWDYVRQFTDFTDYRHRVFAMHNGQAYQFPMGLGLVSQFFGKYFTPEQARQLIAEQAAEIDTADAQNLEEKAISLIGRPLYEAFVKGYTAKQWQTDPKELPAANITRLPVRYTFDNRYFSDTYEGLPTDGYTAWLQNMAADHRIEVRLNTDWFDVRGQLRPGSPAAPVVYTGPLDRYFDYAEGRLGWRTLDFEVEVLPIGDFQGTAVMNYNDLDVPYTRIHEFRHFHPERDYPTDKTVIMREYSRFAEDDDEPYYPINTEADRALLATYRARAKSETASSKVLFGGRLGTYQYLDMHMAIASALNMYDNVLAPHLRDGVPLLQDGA
GDH-TPI inh: GDH-TPI coupled enzyme inhibition counter-screen. GDH-TPI coupled enzyme counterscreen, NADH absorbance. AID 588335. inhibition, % at 4.8 µM. 360,000 compounds, 1.2% hits; in the data active means inhibition above about 30%;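 further: 0% = DMSO wells and 100% = wells lacking the enzyme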
Mtb FBA inh: Mtb fructose-bisphosphate aldolase inhibition | P9WQA3 | purified M. tuberculosis FBA, fluorescence read-out | inhibition, % at 1 µM | 360,000 compounds, 2.3% hits | AID 588726; in the data active means inhibition above about 27%;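 further: 0% = vehicle and 100% = reference inhibitor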
Target sequence (P9WQA3 whole entry, looked up): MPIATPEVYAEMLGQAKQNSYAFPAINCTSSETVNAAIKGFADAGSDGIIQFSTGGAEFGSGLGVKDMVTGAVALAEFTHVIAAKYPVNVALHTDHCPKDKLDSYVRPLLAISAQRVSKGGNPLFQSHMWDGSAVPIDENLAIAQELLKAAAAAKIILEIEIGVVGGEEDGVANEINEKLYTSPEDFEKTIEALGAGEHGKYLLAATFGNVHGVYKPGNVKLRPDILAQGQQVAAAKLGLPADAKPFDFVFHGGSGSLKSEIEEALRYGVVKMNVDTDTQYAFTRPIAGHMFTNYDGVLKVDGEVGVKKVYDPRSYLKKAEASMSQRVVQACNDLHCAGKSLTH
BoNT F protease: blocks Botulinum neurotoxin F light chain protease. Multiplex microsphere protease cleavage assay, flow cytometry. inhibition, % at 10 µM. 360,000 compounds, 0.22% hits. AID 588497; in the data active means inhibition above about 35%, passing the limit was not always enough; inconclusive means no clear call, values can overlap the other calls; further: plate controls were buffer without enzyme for full effect and enzyme alone for no effect
PfHsp40 rescue: rescue of PfHsp40-mediated yeast toxicity | S. cerevisiae expressing PfHsp40, growth rescue, ATP luminescence | growth rescue, % at 12.5 µM | 340,000 compounds, 0.68% hits | AID 504582; in the data active means growth rescue above about 28%, passing the limit was not always enough; inconclusive means no clear call, values can overlap the other calls;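 further: yeast W303a lacking pdr1 and pdr3 grown in galactose medium; growth measured after three days at 30 °C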
BioA inh: inhibitors of Mycobacterium tuberculosis BioA enzyme | inhibition, % at 9.99 µM | AID 602481 | purified M. tuberculosis BioA enzyme, plate reader | 360,000 compounds, 0.096% hits; in the data active means inhibition above about 40%; inconclusive means no clear call, values can overlap the other calls
BoNT-A LC inh2: BoNT A light chain protease inhibition | multiplex microsphere protease substrate cleavage, flow cytometry | inhibition, % at 10 µM | 360,000 compounds, 0.17% hits | AID 588499; further: plate controls were buffer without enzyme for full effect and enzyme alone for no effect
Anthrax LF inh2: anthrax lethal factor protease inhibition. 360,000 compounds, 0.12% hits. multiplex microsphere protease cleavage assay, LF. inhibition, % at 10 µM; further: plate controls were buffer without enzyme for full effect and enzyme alone for no effect
FadD28 binding: M. tuberculosis FadD28 bisubstrate binding inhibition. FadD28 bisubstrate probe binding, fluorescence polarization. inhibition, % at 12.5 µM. 360,000 compounds, 0.22% hits. AID 588549; in the data active means inhibition above about 8.5%, passing the limit was not always enough; inconclusive means no clear call, values can overlap the other calls
Active calls of the source: *; ? = inconclusive; . = no result given; + = active, no number. Unless noted, no stated cut-off is given here; in the data, active means inhibition above about 30%; inconclusive means no clear call, values can overlap the other calls; inactive means below that.

entry	SMILES	Mtb UGM inh	GDH-TPI inh	Mtb FBA inh	BoNT F protease	PfHsp40 rescue
1	N#CC(C(=O)c1ccc(S(=O)(=O)N2CCCCCC2)cc1)c1nc2ccccc2[nH]1 (configuration not stated)	0.7	20	1	3	0.3
2	Cc1cccc(NC(=S)NC(=O)/C=C/c2ccco2)n1	0.7	33*	-2	-2	3.9
3	COc1ccc(OC)c(Nc2cc(C(=O)NCCCN3CCOCC3)c3ccccc3n2)c1	-2.8	7	-7	-7	-0.6
4	CCc1sc(N(C(=O)Cc2ccccc2)c2ccccc2F)nc1-c1ccc(C)cc1	2.0	-2	-9	-3	-0.3
5	CCCCCN(C(=O)CCC(=O)OCC(=O)c1ccc(C(C)CC)cc1)c1c(N)n(CCCC)c(=O)[nH]c1=O (configuration not stated)	3.1	7	6	-7	-0.4
6	N=c1n(CCN2CCCCC2)c2ccccc2n1CC(O)c1ccc(Cl)c(Cl)c1 (configuration not stated)	-0.6	-2	8	-14	0.6
7	O=c1[nH]nnc2cc(Cl)ccc12	.	4	2	-12	0.5
8	O=C1c2cccnc2C(Nc2ccc(F)c(Cl)c2)N1Cc1cccs1 (configuration not stated)	-0.5	11	1	-8	0.2
9	CCOc1ccc(OCCC(=O)Nc2ccc(F)cc2C)cc1	-1.1	1	3	-2	0.1
10	COC(=O)c1oc2ccccc2c1NC(=O)/C=C/C(=O)O	0.5	4	-1	-2	.
11	Cc1ccc(N2CC(O)CSC2=Nc2ccccc2)cc1 (configuration not stated)	.	4	1	-2	.
12	COc1ccc(C(=O)NCc2nnc(SCC(=O)NC3CCCC3)o2)cc1	0.8	1	-1	4	0.1

entry	BioA inh	BoNT-A LC inh2	Anthrax LF inh2	FadD28 binding
1	0.5	-0.1	-2	-2.2
2	.	0.4	0	-2.0
3	-2.0	-0.1	-1	-4.8
4	.	-0.3	-4	-3.3
5	-2.1	-5.2	-2	-1.3
6	1.2	-1.5	-4	-7.6
7	-0.7	-0.1	-6	-6.8
8	4.8	-0.3	-4	0.0
9	-2.7	0.3	-1	-1.2
10	.	-0.3	7	-1.3
11	.	0.2	-5	-1.9
12	0.0	-0.7	0	-4.0

Continued.
entry	SMILES	Mtb UGM inh	GDH-TPI inh	Mtb FBA inh	BoNT F protease	PfHsp40 rescue
13	CC(=O)Nc1ccc(S(=O)(=O)N(C)CC(=O)NNC(=O)c2cccs2)cc1	-1.0	2	2	6	0.2
14	CCC(CO)Oc1cc(NCc2ccc(F)cc2)c2ncn(C(C)C)c2c1 (configuration not stated)	-1.8	8	-1	4	0.1
15	CCS(=O)(=O)Nc1ccc(-c2nc3cccnc3s2)cc1	1.3	24	+	-6	0.8
16	Cc1cc(F)c(F)c(C(=O)NC2CC2)c1Cl	1.4	-2	5	-13	0.2
17	CCc1nc2c(OCC3CCCCC3)cccn2c1N(C)C(=O)c1ccccc1F	.	4	-4	-12	.
18	C=CCn1c(SCC(=O)Nc2cc(C)on2)nc2sc(CC)cc2c1=O	0.1	1	-4	1	0.2
19	CCN1C(=O)/C(=C/c2nc3ccccc3c(=O)[nH]2)c2ccccc21	0.9	8	0	-4	-0.9
20	O=C(O)Cn1cc(/C=C2/NC(=O)N(c3ccc(Cl)cc3)C2=O)c2ccccc21	2.5	21	-4	-1	0.2
21	CC(C)Cn1c(-c2ccco2)n[nH]c1=S	1.1	4	11	2	0.1
22	COc1ccc(C(=O)Nc2cccc3c2CCCC3)cc1OC	-0.3	-2	2	4	-0.4
23	Cc1cccc(C(=O)N2CCN(CCNC(=O)C(=O)Nc3ccc(F)cc3)CC2)c1	0.4	4	7	13	-0.6
24	CC(=O)Nc1ccc(S(=O)(=O)NC2CCSc3ccccc32)cc1 (configuration not stated)	2.3	8	2	-8	-0.5

entry	BioA inh	BoNT-A LC inh2	Anthrax LF inh2	FadD28 binding
13	-2.6	2.6	-3	-0.5
14	1.9	0.8	-8	0.2
15	0.7	0.4	-6	-2.7
16	-2.6	1.8	-4	0.6
17	-1.4	0.0	-5	-2.1
18	18	-0.4	2	-1.1
19	.	-0.8	1	-0.4
20	5.1	0.0	-1	-4.2
21	1.5	-0.1	0	-4.7
22	0.0	3.9	-1	-0.4
23	-0.2	-3.1	-12	-2.3
24	-1.9	1.0	-9	-1.7

Going on with the list.
entry	SMILES	Mtb UGM inh	GDH-TPI inh	Mtb FBA inh	BoNT F protease	PfHsp40 rescue
25	O=C(CSc1nc2ncccc2[nH]1)Nc1c(F)cc(F)cc1Br	0.7	-3	-1	-1	0.1
26	O=C1NC(c2ccccc2)=C(c2ccc3ccccc3n2)C(c2ccc(F)cc2)N1 (configuration not stated)	1.3	-1	-6	0	0.8
27	CC(C)C(=O)Nc1cccc(-c2nc3ccccc3o2)c1	-0.1	14	8	-8	-0.4
28	CSc1ncnc2sc(C)c(C)c12	0.7	1	3	0	-0.2
29	CCC(C)(C)NC(=O)CN(C(=O)CCC(=O)Nc1nccs1)c1cccc(C)c1C	1.4	0	1	?	-0.1
30	CC(=O)Oc1ccc(N(C(C)=O)S(=O)(=O)c2ccc(C)c([N+](=O)[O-])c2)cc1	-0.9	4	-3	-4	0.8
31	COc1cc(C(=O)N2CCN(c3ccc([N+](=O)[O-])cc3)CC2)ccc1OCc1c(C)noc1C	-2.6	5	-1	-2	-0.2
32	C=CCNC(=O)NC(=O)COC(=O)/C(C#N)=C/c1cc(C)n(CC(C)C)c1C	2.2	7	0	-1	0.9
33	COc1ccc(C(C#N)c2ccc(Cl)nn2)cc1 (configuration not stated)	1.0	4	3	-7	-0.6
34	CN(C(=O)CO/N=C/c1ccc(OC(F)F)cc1)C1CCS(=O)(=O)C1 (configuration not stated)	1.1	3	-2	0	0.4
35	Cc1cccc(C)c1OCc1nnc(SCC(=O)Nc2ccc(N3CCOCC3)cc2)o1	2.1	3	3	10	0.1
36	O=C1c2oc3ccccc3c(=O)c2C(c2cccnc2)N1Cc1ccco1 (configuration not stated)	2.0	-3	-2	2	-0.2

entry	BioA inh	BoNT-A LC inh2	Anthrax LF inh2	FadD28 binding
25	1.8	0.2	-2	-3.6
26	.	0.6	-2	-5.2
27	-1.3	-0.2	3	0.6
28	.	0.2	-2	-0.5
29	-1.2	-4.3	4	-0.2
30	.	-0.5	-2	-0.8
31	-1.4	-0.4	-6	-3.1
32	-1.2	0.0	-4	-1.7
33	.	-0.3	-8	-0.1
34	.	-0.7	-1	-0.7
35	.	0.1	2	.
36	2.2	0.5	7	-1.1

Further structures
entry	SMILES	Mtb UGM inh	GDH-TPI inh	Mtb FBA inh	BoNT F protease	PfHsp40 rescue
37	CCOc1ccccc1NC(=O)C1(S(=O)(=O)c2ccc(Cl)cc2)CC1	-1.9	-5	-2	-4	3.9
38	CC1CCCC(C)N1CCCNC(=O)C1CCCN(S(=O)(=O)N2CCCCC2)C1 (configuration not stated)	.	14	1	-10	.
39	CCN(C1CCCCC1)S(=O)(=O)c1ccc(OC)c(C)c1	-0.6	0	1	4	5.6
40	C=CCn1c(SC)nnc1C1COc2ccccc2O1 (configuration not stated)	-0.3	5	-2	-3	0.5
41	COc1ccc(C(=O)NNC(=O)C(NC(=O)c2cc(OC)cc(OC)c2)C(C)C)cc1 (configuration not stated)	-0.6	-7	0	1	?
42	O=C(CN1CCN(c2ccccc2)CC1)Nc1c(C(=O)C2CC2)oc2ccccc12	0.7	1	-2	1	0.5
43	COCc1cc(Sc2ccc(Cl)cc2)nc(C)n1	2.3	-1	0	-7	-0.6
44	O=C(c1ccc2ccccc2n1)N1CCN(c2ccccn2)CC1	0.6	-1	2	4	-0.7
45	CCOC(=O)CN1CCC(c2ccccc2)CC1	-0.2	0	2	0	1.9
46	O=C(CN1C(=O)c2ccccc2S1(=O)=O)c1ccccc1Cl	3.0	-1	-1	-7	-0.2
47	Cc1cc(NCCc2ccccc2F)n2ncnc2n1	-1.1	-7	5	-1	0.0
48	O=C(COC(=O)COc1ccc(Cl)cc1)NCc1cccs1	0.9	-2	2	-2	0.7
49	O=C(NCCc1ccccc1F)C1CC(O)CN1C(=O)Nc1ccccc1 (configuration not stated)	.	-9	-3	-28	0.2

entry	BioA inh	BoNT-A LC inh2	Anthrax LF inh2	FadD28 binding
37	-1.9	-3.3	0	1.9
38	-2.0	0.4	-6	-1.1
39	0.8	0.1	2	-3.3
40	.	-1.0	-8	-0.5
41	0.3	-0.1	7	-4.7
42	-1.1	?	-4	0.8
43	.	-1.9	-6	-3.3
44	-1.2	1.6	5	.
45	-0.9	0.5	-1	-0.1
46	0.8	-1.3	-1	-2.7
47	.	-0.2	-4	1.4
48	.	0.5	0	-1.4
49	0.1	0.3	-10	-1.6

Structures above containing a Cl atom (10):
entry	SMILES	Mtb UGM inh	GDH-TPI inh	Mtb FBA inh	BoNT F protease	PfHsp40 rescue
6	N=c1n(CCN2CCCCC2)c2ccccc2n1CC(O)c1ccc(Cl)c(Cl)c1 (configuration not stated)	-0.6	-2	8	-14	0.6
7	O=c1[nH]nnc2cc(Cl)ccc12	.	4	2	-12	0.5
8	O=C1c2cccnc2C(Nc2ccc(F)c(Cl)c2)N1Cc1cccs1 (configuration not stated)	-0.5	11	1	-8	0.2
16	Cc1cc(F)c(F)c(C(=O)NC2CC2)c1Cl	1.4	-2	5	-13	0.2
20	O=C(O)Cn1cc(/C=C2/NC(=O)N(c3ccc(Cl)cc3)C2=O)c2ccccc21	2.5	21	-4	-1	0.2
33	COc1ccc(C(C#N)c2ccc(Cl)nn2)cc1 (configuration not stated)	1.0	4	3	-7	-0.6
37	CCOc1ccccc1NC(=O)C1(S(=O)(=O)c2ccc(Cl)cc2)CC1	-1.9	-5	-2	-4	3.9
43	COCc1cc(Sc2ccc(Cl)cc2)nc(C)n1	2.3	-1	0	-7	-0.6
46	O=C(CN1C(=O)c2ccccc2S1(=O)=O)c1ccccc1Cl	3.0	-1	-1	-7	-0.2
48	O=C(COC(=O)COc1ccc(Cl)cc1)NCc1cccs1	0.9	-2	2	-2	0.7

entry	BioA inh	BoNT-A LC inh2	Anthrax LF inh2	FadD28 binding
6	1.2	-1.5	-4	-7.6
7	-0.7	-0.1	-6	-6.8
8	4.8	-0.3	-4	0.0
16	-2.6	1.8	-4	0.6
20	5.1	0.0	-1	-4.2
33	.	-0.3	-8	-0.1
37	-1.9	-3.3	0	1.9
43	.	-1.9	-6	-3.3
46	0.8	-1.3	-1	-2.7
48	.	0.5	0	-1.4

Screening data: PubChem, several laboratories
